HDAC3 inh – human HDAC3 inhibition; O15379; recombinant HDAC3, fluorogenic peptide/trypsin coupled, fluorescence; inhibition, % at 8.3 µM; hit rate 0.15% among 320,000; in the data active = inhibition above about 26%, passing the limit was not always enough; inconclusive = no clear call, values can overlap the other calls
Target sequence (O15379 whole entry, looked up): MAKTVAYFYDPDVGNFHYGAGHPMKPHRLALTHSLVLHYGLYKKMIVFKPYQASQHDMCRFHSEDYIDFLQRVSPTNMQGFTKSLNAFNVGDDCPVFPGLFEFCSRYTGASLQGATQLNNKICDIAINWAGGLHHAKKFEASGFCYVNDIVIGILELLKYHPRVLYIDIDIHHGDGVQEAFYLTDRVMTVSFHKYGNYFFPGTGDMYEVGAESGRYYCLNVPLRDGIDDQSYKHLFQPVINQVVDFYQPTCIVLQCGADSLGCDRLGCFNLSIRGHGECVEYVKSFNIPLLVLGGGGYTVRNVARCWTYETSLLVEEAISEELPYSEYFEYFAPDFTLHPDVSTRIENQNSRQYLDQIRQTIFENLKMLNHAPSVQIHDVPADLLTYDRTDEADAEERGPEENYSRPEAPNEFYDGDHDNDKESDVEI
TRPC6 activator – mouse TRPC6 channel activation. Q61143. HEK293-TRPC6 membrane potential dye fluorescence; active compounds read high. B-score at 10 µM. hit rate 0.13% among 310,000;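 active = B-score of the integrated fluorescence ratio above library mean plus 3 SD, and starting fluorescence ratio within library mean plus 5 SD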;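 note: higher score means more depolarization so channel activation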
RGS4 act – RGS4 potentiation or activation | AID 463111 | HEK293 M3R/inducible RGS4, carbachol calcium flux Fluo4; active compounds read low | hit rate 0.92% among 310,000 | B-score at 10 µM;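 active = B-score of the integrated calcium signal more than 4 SD below the library mean, with starting fluorescence not abnormally high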;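 note: negative B-score means reduced calcium response which marks RGS4 activation or potentiation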
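System: HEK293 FlpIn-TREx cells, stable M3R, doxycycline-inducible RGS4. Timing: overnight RGS4 induction, 30 min dye load 37 °C, 20 min compound RT. Also added: carbachol, ECmax concentration. Measured by: Fluo4 fluorescence kinetic imaging of calcium. Evaluation: integrated calcium ratio converted to B score.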
MrgX1 PAM – allosterically activates human MrgX1 receptor signaling; Q96LB2; MrgX1-HEK293, Fluo-4 calcium flux, FDSS; active compounds read high; B-score at 10 µM; hit rate 0.63% among 310,000; AID 588675;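 active = plate-corrected calcium response at least 3 library SD above typical, normal starting fluorescence, not activating the receptor alone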;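 note: compound read alongside a low EC10 to EC30 dose of BAM8-22 agonist; peak minus trough fluorescence over baseline measured at the second addition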
Target sequence (Q96LB2 whole entry, looked up): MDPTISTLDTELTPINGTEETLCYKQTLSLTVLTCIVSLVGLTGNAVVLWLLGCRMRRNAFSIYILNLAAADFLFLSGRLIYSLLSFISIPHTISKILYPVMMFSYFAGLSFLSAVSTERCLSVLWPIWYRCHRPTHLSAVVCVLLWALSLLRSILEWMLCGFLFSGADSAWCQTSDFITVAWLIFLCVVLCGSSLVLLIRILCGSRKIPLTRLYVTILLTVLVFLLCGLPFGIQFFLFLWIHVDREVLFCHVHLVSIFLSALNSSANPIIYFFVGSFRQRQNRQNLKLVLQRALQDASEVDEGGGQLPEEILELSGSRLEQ
TRPC6 inh – mouse TRPC6 channel inhibition; hit rate 1.1% among 310,000; HEK293-TRPC6, membrane potential dye, ACh-evoked depolarization; active compounds read low; AID 2553; B-score at 10 µM;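 active = B-score under library mean minus 3 SD, initial fluorescence not abnormally high, positive integrated signal ratio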;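 note: B-score derived from integrated fluorescence ratio over the kinetic read; more negative B-score means stronger inhibition of depolarization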
RGS4 inh – human RGS4 inhibition. P49798. HEK293 M3R/RGS4 inducible, Fluo-4 calcium flux; active compounds read high; triggered by carbachol at its EC20. B-score at 10 µM. hit rate 0.45% among 310,000. AID 463165;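 active = B-score, a plate-corrected calcium signal, over three deviations above library mean, with baseline fluorescence within five deviations of library mean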;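 note: RGS4 expression induced by doxycycline in cells with stable M3 receptor; B-score is computed from the integrated fluorescence ratio over baseline after carbachol; higher B-score means a larger calcium signal and so more RGS4 inhibition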
Target sequence (P49798 whole entry, looked up): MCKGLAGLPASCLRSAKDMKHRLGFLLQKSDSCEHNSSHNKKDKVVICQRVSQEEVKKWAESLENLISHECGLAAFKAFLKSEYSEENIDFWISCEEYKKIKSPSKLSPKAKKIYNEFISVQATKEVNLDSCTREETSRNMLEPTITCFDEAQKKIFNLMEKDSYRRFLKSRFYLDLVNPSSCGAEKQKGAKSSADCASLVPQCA
SKKanGAS inh – blocks kanamycin growth of S. pyogenes SKKanGAS strain | BacTiter-Glo, 6 h | hit rate 1.3% among 300,000 | inhibition, % at 7.5 µM | AID 1662;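 active = mean replicate score, as percent of positive control median, at least 50; inconclusive = mean below 50 but one replicate at or above 50; inactive = mean and every replicate below 50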;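 note: strain carries kanamycin resistance gene driven by streptokinase promoter and grows in 40 µg/ml kanamycin; loss of luminescence reflects streptokinase promoter inhibition or plain growth inhibition; 0% = median of DMSO wells and 100% = positive control at its reference dose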
MrgX1 ag – agonists of human MrgX1 receptor. B-score at 10 µM. hit rate 0.44% among 310,000. MrgX1-HEK293 cells, Fluo-4 calcium fluorescence, agonist mode; active compounds read high. Q96LB2;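 active = calcium response B-score plate-corrected fluorescence ratio at least 3 library SD, with starting fluorescence B-score inside 5 SD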
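Test system: HEK293 cells stably expressing human MrgX1 receptor; amount: 15,000 cells per well; doses: compound delivered in addition one of three; times: overnight plating before 1 h dye loading; detection: Fluo-4 NW calcium-flux fluorescence, kinetic read; read-out basis: B-scored fluorescence response ratio; controls: positive and negative controls per plate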
ANO1 activ – mouse TMEM16A channel activation, primary screen. Q8BHY3. HEK293 TMEM16A/YFP-H148Q/I152L, iodide quench fluorescence; active compounds read low. B-score at 10 µM. hit rate 0.3% among 340,000;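 active = fluorescence-ratio B-score plate-corrected deviation score at least 3 library SD below zero, with starting fluorescence score within 5 deviations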;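 note: channel opened by trigger with iodide after compound preincubation; score built on the fluorescence ratio of max minus min over baseline; more negative score means more quench and so TMEM16A activation or potentiation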
MrgX1 antagonist – blocks BAM8-22 activation of human MrgX1 receptor; Q96LB2; MRGX1-HEK293 calcium flux, Fluo-4, BAM8-22 antagonism; active compounds read low; B-score at 10 µM; hit rate 1.3% among 310,000; AID 588676;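 active = calcium-response B-score plate-corrected more than 3 library SD below zero, starting fluorescence within 5 deviations, no agonist response on first addition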;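 note: peak minus trough fluorescence over baseline after final BAM8-22 challenge near maximal dose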
ANO1 block – blocks the mouse calcium-activated chloride channel TMEM16A. HEK293 TMEM16A/YFP iodide influx fluorescence, ionomycin. hit rate 1.2% among 310,000. AID 588511. normalized B-score (activity score, 25-100; higher = stronger inhibition) at 10 µM. Q8BHY3;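 active = ratio plate-corrected score three or more library SD toward inhibition, starting fluorescence score within five deviations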;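 note: score derived from kinetic fluorescence span divided by baseline fluorescence per well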
Active calls of the source: *; i = inactive; ? = inconclusive; . = not tested or not shown.

SMILES	HDAC3 inh	TRPC6 activator	RGS4 act	MrgX1 PAM	TRPC6 inh	RGS4 inh	SKKanGAS inh	MrgX1 ag	ANO1 activ	MrgX1 antagonist	ANO1 block
CCN1C(=O)N[C@@H](c2cccc(C(F)(F)F)c2)[C@@H](C(=O)OC)[C@H]1C	4.8	i	i	i	i	i	3.4	i	i	i	i
CCOc1c(Cl)cc(CNCc2ccncc2)cc1OC	-12.0	i	i	i	i	i	-2.2	i	i	i	i
FC(F)(F)c1cnc(Nc2ccc(N3CCOCC3)cc2)c(Cl)c1	-2.5	i	i	i	i	i	-16.9	i	i	i	i
Cn1cccc1C(=O)OCc1cc(Cl)cc2c1OCOC2	-0.1	i	i	i	i	i	18.8	i	i	i	i
COc1cccc(CN2CC(C(=O)NCCCc3ccncc3)CCC2=O)c1 (stereo not drawn)	4.2	i	i	i	i	i	3.2	i	i	i	i
CC(C)CCN(C(=O)Cc1ccccc1F)c1c(N)n(Cc2ccccc2)c(=O)[nH]c1=O	-2.3	i	i	i	i	i	13.0	i	i	i	i
CCOc1ccccc1NS(=O)(=O)c1cn(C)c(=O)n(C)c1=O	.	i	i	i	i	i	-10.8	i	.	i	i
Cc1ccc(S(=O)(=O)NCCC(=O)Nc2ncccc2O)cc1C	4.0	i	i	i	i	i	-3.5	i	i	i	i
CNC(=O)c1sccc1Oc1ccc(F)cc1[N+](=O)[O-]	3.9	i	i	i	i	i	-0.7	i	i	i	i
Cc1cc(NC(=O)c2ccc(F)cc2)no1	4.0	i	i	i	i	i	7.0	i	i	i	i
COc1cc(/C=C2/SC(=O)N(Cc3ccccc3Cl)C2=O)ccc1OCc1ccncc1	-7.5	i	i	i	i	i	6.7	i	i	i	i
COc1ccc(OCCCN2CCCCCC2)cc1	1.4	i	i	i	i	i	-9.1	i	i	i	i
C/C(CC(=O)N1CCN(C=O)CC1)=N\NC(=O)c1ccc(Cl)cc1	1.6	i	i	i	i	i	-4.7	i	i	i	i
O=C(O[C@@H]1OC2COC(=O)c3cc(O)c(O)c(O)c3-c3c(cc(O)c(O)c3O)C(=O)O[C@@H]([C@H]1O)[C@@H]2O)c1cc(O)c(O)c(O)c1	8.6	i	i	i	i	i	10.8	i	i	i	i
O=C(Nc1ccc(Cl)c(Cl)c1)c1ccc(Cl)c(Cl)c1	.	i	i	i	i	i	11.7	i	i	i	i
CCOc1ccc(S(=O)(=O)Nc2ccccc2C(=O)NCC2CCCO2)cc1 (stereo not drawn)	-8.2	i	i	i	i	i	0.9	i	i	i	i
CS(=O)(=O)c1ncc(Cl)c(C(=O)Nc2ccc(N3CCOCC3)cc2)n1	.	i	i	i	i	i	-1.5	i	i	i	i
COc1cc(OC)cc(OC(=O)c2ccc3c(=O)n4c(nc3c2)CCC4)c1	3.0	i	i	i	i	i	40.6	i	i	i	i
Cc1ccc(/C=N/N=C/c2ccc(C)cc2)cc1	-5.7	i	i	i	i	i	3.3	i	i	i	i
CC(C)N=C(NC#N)SCC(=O)NC(C)(C)C	4.5	.	.	i	.	.	-0.1	i	i	i	i
CCOC(=O)Cc1cn2c(=O)cc(CSCC(=O)Nc3ccc(C)c(C)c3)nc2s1	4.2	i	i	i	i	i	-0.9	i	i	i	i
COc1cccc(NC(=O)C(=S)NC2CCCCC2)c1	1.1	i	i	i	i	i	1.0	i	i	i	i
COC(=O)c1ccc(C2C(C(=O)c3ccco3)=C(O)C(=O)N2c2cc(C)on2)cc1 (stereo not drawn)	8.3	i	i	i	i	i	-8.9	i	i	i	i
C=CCNC(=O)N1CCCC(C(=O)c2cccc(OC(C)C)c2)C1 (stereo not drawn)	1.0	i	i	i	i	i	2.3	i	i	i	i
COc1ccc(C(=O)c2ccc(Br)cc2)c2ccccc12	-5.1	i	i	i	i	i	-0.1	i	i	i	i
CC(OC(=O)c1cc(Br)ccc1O)C(=O)Nc1ccc(S(=O)(=O)N2CCCC2)cc1 (stereo not drawn)	?	i	i	i	i	i	-0.6	i	i	i	100*
Cc1csc(SCC(=O)NCc2ccccc2Cl)n1	-4.3	i	i	i	i	i	-16.2	i	i	i	i
c1cncc(-c2nc(N3CCOCC3)c3c4c(sc3n2)CCC4)c1	-6.1	i	i	i	i	i	-3.6	i	i	i	i
C=CC1=C2C=C(C3CC3)N(CC3CC3)C=C2C(=O)C(C)(OC(=O)c2ccco2)C1=O (stereo not drawn)	5.0	i	i	i	i	i	10.5	i	i	i	i
NC(=O)c1nsnc1-c1ccccc1O	0.9	i	i	i	i	i	3.3	i	i	i	i
Cc1ccc(OCCC(=O)Nc2ccc(C)c(F)c2)cc1	8.2	i	i	i	i	i	1.4	i	i	i	i
COc1ccc(CC(=O)N2N=C(C)CC2(O)C(F)(F)F)cc1OC (stereo not drawn)	-4.4	i	i	i	i	i	.	i	i	i	i
CS(=O)(=O)Nc1ccccc1N=C(c1ccccc1)c1ccccc1	-3.9	i	i	i	i	i	9.5	i	i	i	i
C#CCOCCOCCOCCNc1nc(N2CCOCC2)nc(N2CCN(C(=O)Cn3cc(CC(C)O)nn3)CC2)n1 (stereo not drawn)	-1.8	i	i	i	i	i	-4.2	i	i	i	i
Cc1ccccc1NC(=S)NNc1ncc(C(F)(F)F)cc1Cl	-3.2	i	i	i	i	i	4.4	i	i	i	i
CC1CCC(NC(=O)c2ccc(NC(=O)CC3SC(N4CCCC4)=NC3=O)cc2)CC1 (stereo not drawn)	0.7	i	i	i	i	i	-1.1	i	i	i	i
O=C1c2ccccc2-c2nnc(-c3ccc(O)cc3)cc21	-0.1	i	i	i	i	i	21.4	i	i	i	i
O=C(NCCCn1ccnc1)c1cc(S(=O)(=O)N2CCOCC2)ccc1F	-4.6	i	i	i	i	i	-4.6	i	i	i	i
O=C(CSc1nnc(CCc2ccccc2)n1-c1ccc(Cl)cc1)NCc1ccccc1	3.6	i	i	i	i	i	5.9	i	i	-4.81*	i
O=S(=O)(Cc1ccccc1Cl)NCCc1ccc(F)cc1	1.3	i	i	i	i	i	-0.7	i	i	i	i
COc1ccc(/C=C/C(=O)Nc2c(C)nn(C)c2C)cc1COc1ccc(Br)cc1	4.8	i	i	i	i	i	-5.4	i	i	i	i
CC1CCN(S(=O)(=O)c2ccc(S(=O)(=O)NCC(=O)C(C)(C)C)cc2)CC1	-7.3	i	i	i	i	i	-5.0	i	i	i	i
O=C(c1nc2ccc(Cl)cn2c1CN1CCCC1)N1CCc2ccccc2C1	-2.7	i	i	i	i	i	1.8	i	i	i	i
COc1ccccc1C(=O)NC(CCSC)C(=O)NCCCSc1ccccc1 (stereo not drawn)	3.5	i	i	i	i	i	-3.8	i	i	i	i
Cc1ccc(Cl)cc1N1CCN(S(=O)(=O)c2c(C)[nH]c(C)c2C(=O)N2CCCCC2)CC1	3.6	i	i	i	i	i	2.4	i	i	i	i
CC(C)(C)SCCNC(=O)CSCc1ccc([N+](=O)[O-])cc1	4.6	i	i	i	i	i	3.6	i	.	i	i
O=C(NN1CC(C(=O)OCc2ccc(Cl)cc2Cl)CC1=O)c1ccccc1 (stereo not drawn)	2.9	i	i	i	i	i	-8.7	i	i	i	i
COc1ccc(C(=O)Nc2ccc(Cl)c(Cl)c2)c(OC)n1	0.3	i	i	i	i	i	4.4	i	i	i	i
CC(=O)Sc1nc(-c2ccccc2)[nH]c1S(=O)(=O)c1ccc(C)cc1	-1.9	i	i	i	i	i	-1.3	i	.	i	i
CC(C)(C)c1ccc(C(=O)N2CCC(C(=O)N3CCCCC3)CC2)cc1	14.5	i	i	i	i	i	-8.7	i	i	i	i
O=C1NC(=S)N/C1=C/c1cccnc1	-7.9	i	i	i	i	i	-3.7	i	i	i	i
Cc1nc2ccccc2c(=O)n1NC(=O)c1ccccc1	9.4	i	i	i	i	i	-0.4	i	i	i	i
COc1cccc(OC)c1OCCN1CCN(C(=O)c2ccco2)CC1	-2.3	i	i	i	i	i	3.9	i	i	i	i
COc1ccc(C(=O)CCS(=O)(=O)c2ccc(C)cc2)cc1	2.3	i	i	i	i	i	-2.7	i	i	i	i
Cn1c(=O)n(CCc2ccccc2)c(=O)c2c1ncn2Cc1ccccc1	3.4	i	i	i	i	i	-3.0	i	i	i	i
COc1ccc(NC(=O)c2cccc(NS(=O)(=O)c3ccccc3)c2)cc1	8.9	i	i	i	i	i	-2.9	i	i	i	i
CC(O)[C@H]1CNCCN1CC1(c2ccccc2)CC1 (stereo partly drawn)	?	i	i	i	i	i	2.4	i	i	i	i
CSc1nc(N)nc(SCC(=O)CC(=O)OC(C)C)c1C#N	0.4	i	i	i	i	i	18.7	i	i	i	i
NC(=O)C(=O)N/N=C1\CCc2ccccc21	4.7	i	i	i	i	i	3.3	i	i	i	i
COc1ccc(CCNC(=O)CNC(=O)c2nn(-c3ccc(OC)c(OC)c3)c(=O)c3ccccc23)cc1OC	4.8	i	i	i	i	i	-2.0	i	i	i	i

Continuation.
SMILES	HDAC3 inh	TRPC6 activator	RGS4 act	MrgX1 PAM	TRPC6 inh	RGS4 inh	SKKanGAS inh	MrgX1 ag	ANO1 activ	MrgX1 antagonist	ANO1 block
COc1cc(C(=O)Nc2ccc(-n3cnnn3)c(C)c2)cc(OC)c1OC	2.0	i	i	i	i	i	4.7	i	i	i	i
FC(F)(F)c1cc(-c2ccc3c(c2)OCO3)nc(NCc2ccco2)n1	-1.7	i	i	i	i	i	14.4	i	i	i	i
O=C(CCS(=O)(=O)c1ccccc1)Nc1ccc2c(c1)OCO2	5.8	i	i	i	i	i	-1.5	i	i	i	i
Cc1csc(=O)n1CC(=O)OCC(=O)NNC(=O)c1ccccc1	2.6	i	i	i	i	i	-3.3	i	i	i	i
C/C(CCC(C)C)=N\Nc1ccc(S(N)(=O)=O)cc1[N+](=O)[O-]	10.4	i	i	i	i	i	13.3	i	i	i	i
O=C(CCc1ccc(O)c(O)c1)N/N=C/c1ccc2c(c1)OCO2	.	i	i	i	i	i	7.3	i	i	i	i
O=C(CN1CCCCCC1)N/N=C/c1ccc2ccccc2c1	-1.5	i	i	i	i	i	-5.6	i	i	i	i

Source: PubChem BioAssay
